HTR5A inv ctr = inverse agonist of human HTR5A in OPRM1-OPRD1 counter-screen; HTR5A cell line, luminescence, inverse agonism; AID 504634; inhibition, % at 9.3 µM; P47898; 340,000 compounds, 0.083% hits; in the data active means inhibition mostly above about 23%, no sharp cut-off; inactive means mostly below about 18%;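 further: 0% = cells with DMSO and 100% = no-cell wells with DMSO; some compounds called inactive have numbers as strong as hits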
Target sequence (P47898 whole entry, looked up): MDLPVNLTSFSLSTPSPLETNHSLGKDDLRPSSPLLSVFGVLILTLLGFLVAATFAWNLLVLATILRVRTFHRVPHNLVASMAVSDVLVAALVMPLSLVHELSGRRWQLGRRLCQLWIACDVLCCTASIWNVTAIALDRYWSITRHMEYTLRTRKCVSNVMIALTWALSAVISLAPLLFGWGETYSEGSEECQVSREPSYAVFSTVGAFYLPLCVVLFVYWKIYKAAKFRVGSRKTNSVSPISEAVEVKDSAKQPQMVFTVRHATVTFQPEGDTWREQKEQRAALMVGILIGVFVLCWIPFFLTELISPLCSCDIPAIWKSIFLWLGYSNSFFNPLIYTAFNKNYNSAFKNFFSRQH
CAL PDZ FP = CAL PDZ (human) peptide binding inhibition | purified CAL PDZ, TMR-peptide fluorescence polarization, 1 h | 300,000 compounds, 0.92% hits | inhibition, % at 24.9 µM | Q9HD26;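 active means mean inhibition of at least 30% with at least half of replicates also reaching 30%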;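 further: 0% = DMSO neutral control and 100% = excess unlabeled competitor peptide PRC23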
LANA DNA inh = inhibitors of KSHV LANA C-terminal domain DNA binding; MBP-C-LANA/FAM-LBS DNA binding, fluorescence polarization; inhibition, % at 9 µM; 340,000 compounds, 0.078% hits;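 active means highest replicate inhibition at or above 60% at 9 µM, even if other replicates fall short; inactive means all replicates below 60% inhibition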;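 further: 0% = neutral control wells and 100% = 4 µM acridine orange control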
HTR5A ag = counter-screen for OPRM1-OPRD1 agonists: human HTR5A agonism; P47898; HTR5A agonist assay, luminescence, cell-based; activation, % at 9.3 µM; 340,000 compounds, 0.61% hits; AID 504692; in the data active means activation mostly above about 9.5%, no sharp cut-off; inactive means mostly below about 7.6%;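 further: 0% = cells with vehicle only and 100% = reference agonist; strong numbers were not always called active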
V-ATPase pH = regulators of yeast V-ATPase proton transport | S. cerevisiae, pHLuorin cytosolic pH fluorescence | response, % at 10 µM | 350,000 compounds, 0.37% hits | AID 504577; in the data active means response mostly above about 7.3%, no sharp cut-off; inactive means mostly below about 5.4%; further: actives read high; inactives centre near 0; some compounds called inactive have numbers as strong as hits; reference of the scale not given here
Keap1 Nrf2 FP = Keap1-Nrf2 (human) interaction inhibition; AID 504523; 340,000 compounds, 0.15% hits; inhibition, % at 9.4 µM; Keap1 Kelch-Nrf2 peptide fluorescence polarization, 1536-well; in the data active means inhibition above about 12%;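 further: human Keap1 Kelch domain with fluorescein labeled Nrf2 9mer peptide probe; 0% = neutral control wells and 100% = peptide positive control; higher means more block of Keap1 binding to Nrf2 peptide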
Target sequence (Q14145 whole entry, looked up, the tested form may be a part): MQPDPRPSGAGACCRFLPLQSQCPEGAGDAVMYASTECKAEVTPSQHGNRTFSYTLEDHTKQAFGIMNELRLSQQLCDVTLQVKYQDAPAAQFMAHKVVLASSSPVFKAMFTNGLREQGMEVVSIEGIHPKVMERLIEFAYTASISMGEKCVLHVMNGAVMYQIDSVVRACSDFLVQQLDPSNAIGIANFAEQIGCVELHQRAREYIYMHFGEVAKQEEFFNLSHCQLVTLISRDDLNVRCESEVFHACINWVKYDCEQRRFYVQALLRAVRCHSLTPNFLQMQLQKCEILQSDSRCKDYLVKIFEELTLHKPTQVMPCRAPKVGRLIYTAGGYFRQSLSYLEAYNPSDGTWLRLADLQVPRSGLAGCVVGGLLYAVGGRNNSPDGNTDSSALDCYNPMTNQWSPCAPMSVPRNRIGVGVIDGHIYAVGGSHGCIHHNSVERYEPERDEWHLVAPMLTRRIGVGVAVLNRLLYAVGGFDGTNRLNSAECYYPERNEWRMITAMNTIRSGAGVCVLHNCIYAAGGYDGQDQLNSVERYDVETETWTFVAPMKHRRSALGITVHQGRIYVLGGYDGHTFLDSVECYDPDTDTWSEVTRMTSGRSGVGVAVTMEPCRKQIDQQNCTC
OPRM1-OPRD1 inv = inverse agonists of human mu-delta opioid receptor heterodimerization | inhibition, % at 9.3 µM | P35372+P41143 | 340,000 compounds, 0.21% hits | cell-based MOR-DOR heterodimer luminescence, inverse agonism; in the data active means inhibition above about 22%, passing the limit was not always enough;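 further: 0% = cells with DMSO and 100% = wells without cells with DMSO; values of inactives mirror those of a sister screen read the other way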
OPRM1-OPRD1 ag = OPRM1-OPRD1 heterodimerization agonism; 340,000 compounds, 0.3% hits; AID 504326; activation, % at 9.3 µM; P35372+P41143; cells, luminescence; in the data active means activation above about 18%;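 further: 0% = vehicle-treated cells and 100% = reference agonist; values of inactives mirror those of a sister screen read the other way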
cardiac RTF act = increases calcium sensitivity of human cardiac regulated thin filaments; P19429+P45379; IANBD-labeled TnC RTF fluorescence at EC20 calcium; 0% EC20 calcium, 100% full calcium; activation, % at 7.2 µM; 340,000 compounds, 0.24% hits;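 active means activation above the mean over all tested compounds plus 3 SD, cut at about 30% in these data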;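 further: rise in fluorescence read as greater calcium sensitivity of cardiac thin filaments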
RTF Ca sens inh = cardiac RTF calcium desensitization; P19429+P45379; IANBD-labeled cardiac RTF, Ca2+ fluorescence; inhibition, % at 7.15 µM; 340,000 compounds, 0.12% hits;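 active means inhibition above the mean inhibition of all tested compounds plus 3 SD, cut at about 17% in these data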;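 further: assay run at fixed EC70 calcium of 1.6 mM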
* = called active by the depositor; . = not tested or not shown. Not a hit list. About 2.8% of those tested had a hit in this group.

SMILES	HTR5A inv ctr	CAL PDZ FP	LANA DNA inh	HTR5A ag	V-ATPase pH	Keap1 Nrf2 FP	OPRM1-OPRD1 inv	OPRM1-OPRD1 ag	cardiac RTF act	RTF Ca sens inh
COc1ccc(C(=O)OCC(=O)N2C(C)CCCC2C)cc1S(=O)(=O)N1CCOCC1 (configuration not stated)	-8.2	-0.9	-0.9	2.0	3.8	0.2	6.1	-1.2	-4.0	-6.0
COC(=O)CCC(=O)Nc1ccc(N=Nc2ccccc2)cc1	15.2	-3.7	5.1	-5.5	-2.1	2.2	9.0	-1.9	-0.4	-14.9
CCN1CCCC1CN(Cc1cc2ccc(C)cc2[nH]c1=O)C(=S)Nc1ccc(OC)cc1OC (configuration not stated)	-25.0	-2.4	-1.7	3.4	4.6	-4.5	-15.1	2.8	8.3	12.3
Cc1nnc(NC(=O)c2ccc3c(c2)OCO3)s1	14.9	-4.2	-1.5	-2.4	0.1	-6.8	12.1	-2.4	1.8	-3.0
Cc1ccc(S(=O)(=O)N2CCN(C(=O)c3sccc3-c3ccccc3)CC2)cc1	0.2	4.6	0.6	1.0	-2.4	0.5	7.5	-1.4	-2.9	-1.2
COc1cccc(/C=C/C(=O)Nc2ccc3nc4n(c(=O)c3c2)CCCC4)c1OC	-16.9	-3.0	0.0	6.2	0.1	1.2	7.0	-1.5	4.2	-3.8
CCOc1ccc(C(C(=O)NCCOC)N(CCOC)C(=O)CCC(=O)Nc2ccccn2)cc1 (configuration not stated)	0.7	-6.7	0.6	-0.2	-0.8	1.2	10.3	-1.9	-2.2	2.4
CCOc1ccc(N(CC(=O)NN=C2CCN(C)CC2)S(C)(=O)=O)cc1	8.5	-3.1	-1.8	-1.5	-2.6	-4.5	-2.7	0.5	1.2	-0.5
CCCCn1c(N)c(N(CC(C)C)C(=O)CC2OC(=O)c3ccccc32)c(=O)[nH]c1=O (configuration not stated)	2.6	-3.1	-0.3	1.6	10.7*	-1.4	3.1	-0.5	-2.4	-2.3
Cc1ccccc1OCC(=O)Nc1ccc(N2CCN(S(C)(=O)=O)CC2)cc1	-23.0	-8.5	0.9	5.5	1.6	2.1	-22.2	3.5	0.1	1.4
COc1cc(C)c(CN2CCC(Oc3ccc(C(=O)N4CCCC4)cc3)CC2)cc1C	1.0	-0.3	-1.8	3.3	-0.6	-6.0	0.6	-0.2	1.2	-5.7
Cc1ccc(NC(=O)COC(=O)CC2SC(N3CCCC3)=NC2=O)cc1 (configuration not stated)	-9.7	-2.0	3.6	3.9	-4.9	1.4	11.4	-2.6	1.7	-10.3
O=C(N=C1SC2CS(=O)(=O)CC2N1Cc1ccccc1)C1CCCO1 (configuration not stated)	-23.5	3.5	2.0	-2.3	-0.7	1.7	18.1	-3.6	-2.2	4.4
O=C(NCCc1ccccc1)c1c[nH]c2c(F)cccc2c1=O	-5.4	-7.5	0.7	1.4	3.2	-0.7	5.5	-1.1	12.8	5.6
Cc1cc(C)cc(C(=O)NCC(=O)OCC(=O)N(C)C2CCS(=O)(=O)C2)c1 (configuration not stated)	-22.3	0.4	1.8	-0.6	0.9	-0.6	9.4	-1.9	6.7	4.2
COc1ccc([N+](=O)[O-])cc1NS(=O)(=O)c1cccc(C(=O)NCCCN2CCCC2=O)c1	2.6	2.2	-1.2	-0.7	-4.3	3.0	15.2	-3.1	2.0	0.1
CC(C)(C)c1[nH]nc2c1C(c1ccncc1)C(C#N)=C(N)O2 (configuration not stated)	-5.7	-2.8	-1.4	2.1	2.8	1.5	2.4	-0.4	-0.6	-10.5
C[C@@H](CO)NC(=O)c1ccc2c3n(nc2c1)-c1ccc(Cl)cc1CO3	4.9	-7.4	-4.1	2.3	3.1	-3.7	13.6	-2.4	-2.0	-3.5
Cc1ccc(-c2nc3ncccn3c2Nc2ccc3c(c2)OCCO3)o1	-33.6	-2.6	1.1	0.2	0.3	-2.6	-15.8	2.9	15.6	-12.0
Cc1ccc(/C=C2/NC(=O)[C@H](C)NC2=O)cc1	-4.8	3.8	-0.5	1.2	-3.4	2.7	6.2	-1.3	-5.8	-2.0
CC(=O)c1c(C)[nH]c(C(=O)OCC(=O)NCCc2ccc(F)cc2)c1C	-21.2	-6.2	-1.5	7.9	3.5	0.6	6.2	-1.0	-4.6	-3.7
CSc1ncc(Sc2ccccc2)c(C(=O)O)n1	-14.5	.	0.4	-3.6	1.6	-2.6	10.1	-2.0	2.9	-3.6
Cc1ccc(CN2CCNC(=O)C2CC(=O)NCCCn2cccn2)o1 (configuration not stated)	-19.4	-3.1	-2.0	-0.6	-1.4	-6.0	4.4	-0.8	6.0	-2.0
COc1ccc(CCC(=O)Nc2ccc(N3CCOCC3)cc2)cc1	2.5	2.2	-0.7	3.7	0.7	-1.2	13.2	-2.3	-3.8	-12.0
Fc1ccc(OCCCCCN2CCCC2)cc1	-5.8	-0.4	0.1	2.2	-1.9	-6.2	12.2	-2.2	-0.7	3.0
O=C1c2ccccc2C(=O)N1C1(C(=O)NC2(C(=O)O)CCCC2)CCCC1	8.3	0.0	-4.2	-2.0	0.9	-5.0	3.5	-0.7	0.8	-5.6
COc1ccc(C=CC(=O)c2cc(O)ccc2O)cc1	-11.4	15.5	-2.3	2.9	0.6	-5.8	-21.1	4.3	5.5	-4.1
O=C(CSc1nnc(C2CC2)n1-c1ccccc1)N1CCCC1	4.4	-6.0	1.9	-1.2	0.9	-1.4	15.4	-2.9	1.2	3.7
CCOc1ccccc1NC(=O)/C=C/c1ccc(S(=O)(=O)N2CCOCC2)cc1	7.2	-2.8	1.7	-3.0	-10.6	-3.0	13.0	-2.5	-8.6	1.9
Cc1cc(-c2n[nH]c(=S)n2/N=C/c2cccs2)n[nH]1	6.1	2.3	-0.5	-2.1	1.6	-2.8	4.2	-0.8	-5.0	-10.3
N#Cc1ccccc1S(=O)(=O)N1CCN(CC(=O)Nc2ccccc2C(=O)NC2CC2)CC1	11.4	5.0	0.5	-4.6	-5.8	2.0	7.2	-1.7	-2.8	1.9
CN(C(=O)c1ccc(COc2ccccc2Br)o1)c1ccccc1	-6.8	-4.6	0.9	-1.1	-2.4	2.2	-8.1	1.2	-6.6	9.9
CCN(CC)CCN1C(=O)C(=O)/C(=C(/O)c2ccc(S(=O)(=O)N3CCOCC3)cc2)C1c1ccc(C(C)C)cc1 (configuration not stated)	-5.5	-1.6	-2.5	1.8	2.4	-2.1	-4.2	0.5	2.2	1.9
O=C(CC1SC(=Nc2ccccc2)N(CCc2ccccn2)C1=O)Nc1ccc(F)cc1 (configuration not stated)	-9.3	5.9	0.2	3.5	-1.3	0.0	-18.9	2.6	-4.5	7.4
OC(CNCc1ccco1)Cn1c2ccccc2c2ccccc21 (configuration not stated)	-21.6	-4.6	-0.2	1.3	-0.2	2.8	-28.1	5.6	-3.7	-4.9
NC(=O)C1CCN(CC(O)COc2ccc(-c3ccccc3)cc2)CC1 (configuration not stated)	-0.5	5.3	0.9	0.1	-1.8	-3.1	7.8	-1.7	2.1	-1.2
CCc1nnc(NC(=O)[C@@H](NC(=O)c2cccc(S(=O)(=O)N3CCOCC3)c2)C(C)C)s1	-14.6	-6.1	1.1	5.8	-1.9	-4.1	3.1	-0.6	2.0	5.3
O=C(NCc1ccccn1)C1CC(c2ccc(F)cc2)=NO1 (configuration not stated)	-12.2	-7.2	-0.7	-0.3	2.7	-0.1	9.2	-1.5	8.7	-10.4
C=CCNc1oc(-c2ccc(OC)cc2)nc1C#N	-12.0	-1.3	-2.3	2.0	-0.8	-3.5	-0.7	0.1	-3.3	6.5
CNC(=O)/C(C#N)=C/c1cn(CC(=O)NCc2ccco2)c2ccccc12	-6.0	10.9	0.2	-0.9	-2.3	-2.5	7.6	-1.7	3.2	3.1
O=c1c(Cc2ccc(F)cc2)c(O)ccn1Cc1ccco1	-15.3	-0.2	1.9	11.3	3.2	-2.7	-0.8	0.2	0.3	-10.8
CC(NC(=O)c1ccccc1)c1nnc(SCC(=O)NC2=NCCS2)n1C (configuration not stated)	-8.4	.	-1.5	3.2	-0.5	-4.6	4.1	-0.5	-3.6	-0.5
CCCCn1c(N)c(N(CC(C)C)C(=O)CCC2CCCCC2)c(=O)[nH]c1=O	5.7	-1.9	-0.5	3.3	-0.5	-0.7	9.0	-1.7	-1.4	-2.8
CCn1c(SCc2ccc(C#N)cc2)nnc1-c1ccc(S(=O)(=O)N2CCCCC2)cc1	-8.6	-3.9	-1.4	3.7	0.0	1.2	4.8	-0.8	10.7	5.2
CC(C)c1ccc(NC(=O)C2CCN(S(C)(=O)=O)CC2)cc1	-28.8	.	-0.5	8.1	-1.3	-1.8	10.8	-2.0	-4.4	-3.4
COC(=O)C1C=CC(OC2OC(COC(C)=O)C(OC(C)=O)C(OC(C)=O)C2OC(C)=O)n2c(=O)n(-c3ccccc3)c(=O)n21 (configuration not stated)	13.6	-1.8	-2.2	-3.5	3.8	-13.8	-1.3	0.3	-1.9	-8.7
CC1(C)CC(=O)c2cnc(NC(=O)CCc3ccccc3)nc2C1	-10.4	-0.9	-0.8	-3.6	0.3	-1.8	13.3	-2.2	0.2	0.4
CC(C)C(=O)NC(=S)Nc1ccc(CN2CCOCC2)cc1	3.7	-0.7	0.6	7.0	-1.2	3.6	-2.4	0.4	-6.4	-1.2
Cc1c(C)n(CCC(=O)O)c2ccccc12	3.1	0.7	33.2	-1.2	-1.2	-5.7	14.7	-2.5	1.1	0.7
CC(/C=C/c1ccccc1)=N\NC(=O)c1cc(C)nc2ccccc12	0.1	.	0.0	3.0	2.1	-3.0	10.0	-2.0	-7.0	-2.4
Cc1cccc(NC(=O)c2oc3c(c2C)C(=O)CC(C)(C)C3)n1	2.2	0.1	-1.1	2.4	-6.0	-1.4	8.9	-1.6	6.5	-1.0
COc1cccc(/C=C/C(=O)OCC(=O)N2CCN(S(=O)(=O)c3ccc(Cl)cc3)CC2)c1	1.1	0.2	-1.7	-1.7	-1.8	0.9	5.9	-1.1	-5.3	4.2
C[C@@H](NC(=O)[C@@H]1Cc2ccccc2CN1)C(=O)Nc1ccc2c(c1)OCCO2	-18.5	-1.4	-1.7	0.0	1.8	4.4	13.1	-2.4	-2.6	0.1
O=C(CCCC(=O)N(CC(=O)NC1CCCC1)Cc1ccccc1Cl)Nc1ccccn1	-4.0	-2.1	-0.8	1.1	1.8	-1.3	6.8	-1.3	-4.3	-1.2
Cc1ccc(S(=O)(=O)c2ccc([N+](=O)[O-])o2)cc1	-8.6	-2.4	-0.8	2.2	4.7	-1.5	-10.1	2.1	-4.6	-0.1
CCC(=O)N1CCN(c2ccc(Cl)cc2NC(=O)c2ccc(N3CCCC3)c([N+](=O)[O-])c2)CC1	-18.6	5.6	2.5	-0.4	-1.4	-0.6	19.9	-3.6	-0.8	-0.5

Compound profiles, from the list above. Screens in order: HTR5A inv ctr, CAL PDZ FP, LANA DNA inh, HTR5A ag, V-ATPase pH, Keap1 Nrf2 FP, OPRM1-OPRD1 inv, OPRM1-OPRD1 ag, cardiac RTF act, RTF Ca sens inh
`COc1cccc(/C=C/C(=O)OCC(=O)N2CCN(S(=O)(=O)c3ccc(Cl)cc3)CC2)c1` reads 1.1, 0.2, -1.7, -1.7, -1.8, 0.9, 5.9, -1.1, -5.3, 4.2
`O=C(CCCC(=O)N(CC(=O)NC1CCCC1)Cc1ccccc1Cl)Nc1ccccn1` reads -4.0, -2.1, -0.8, 1.1, 1.8, -1.3, 6.8, -1.3, -4.3, -1.2

Screening data from PubChem.
